FBW7 act: activators of human E3 ligase FBW7; Q969H0; AlphaScreen FBW7–phospho-cyclin E peptide binding, activator screen; normalized activity (activation), % at 26.1 µM; AID 1259310; 0.13% of 650,000 active; in the data active = normalized activity above about 1.9%;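 also: purified mutant Fbw7 with reduced substrate affinity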
GPR151 ag: human GPR151 activation; Q8TDV0; PathHunter beta-arrestin GPR151 cells, luminescence; activation, % at 11.2 µM; 1% of 650,000 active; in the data active = activation above about 4.9%;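 also: 0% = median of compound wells and 100% = cells with positive control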
Target sequence (Q8TDV0 whole entry, looked up): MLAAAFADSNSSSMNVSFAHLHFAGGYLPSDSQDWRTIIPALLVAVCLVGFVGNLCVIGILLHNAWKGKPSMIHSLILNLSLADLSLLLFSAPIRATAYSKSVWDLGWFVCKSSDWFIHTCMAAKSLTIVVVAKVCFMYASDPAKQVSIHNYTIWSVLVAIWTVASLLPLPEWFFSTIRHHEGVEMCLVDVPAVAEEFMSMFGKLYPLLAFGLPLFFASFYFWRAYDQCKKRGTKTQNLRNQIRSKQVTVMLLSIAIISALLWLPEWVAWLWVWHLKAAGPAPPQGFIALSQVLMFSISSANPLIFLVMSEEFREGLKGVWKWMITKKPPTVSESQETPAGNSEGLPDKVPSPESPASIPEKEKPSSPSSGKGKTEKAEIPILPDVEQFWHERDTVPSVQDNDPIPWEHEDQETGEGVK
MITF primary: human MITF inhibition, primary screen. O75030. AlphaScreen MITF homodimerization, bead proximity signal. inhibition, % at 2.6 µM. 0.91% of 650,000 active. AID 1259374; in the data active = inhibition above about 50%;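 also: 0% = vehicle wells with protein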
Target sequence (O75030 whole entry, looked up): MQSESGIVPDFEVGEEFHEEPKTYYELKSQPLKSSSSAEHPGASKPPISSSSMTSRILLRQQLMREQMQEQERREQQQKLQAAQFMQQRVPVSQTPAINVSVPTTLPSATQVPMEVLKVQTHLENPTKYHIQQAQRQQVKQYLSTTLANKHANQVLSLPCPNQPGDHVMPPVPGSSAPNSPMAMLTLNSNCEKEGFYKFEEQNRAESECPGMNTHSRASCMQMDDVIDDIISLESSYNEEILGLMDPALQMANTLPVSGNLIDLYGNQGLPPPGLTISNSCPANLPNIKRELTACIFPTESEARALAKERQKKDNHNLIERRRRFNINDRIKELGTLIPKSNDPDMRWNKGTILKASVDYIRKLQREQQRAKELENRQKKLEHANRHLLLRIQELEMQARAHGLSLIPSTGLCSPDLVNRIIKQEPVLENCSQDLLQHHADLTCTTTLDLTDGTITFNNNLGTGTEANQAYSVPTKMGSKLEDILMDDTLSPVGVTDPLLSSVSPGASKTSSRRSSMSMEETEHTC
TEAD-YAP inh: TEAD-YAP interaction inhibition; 1.4% of 640,000 active; HEK-TIYL cells, TEAD-Gal4/YAP UAS-luciferase luminescence; AID 1259422; inhibition, % at 9.12 µM; in the data active = inhibition above about 32%;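 also: 0% = median of test compound wells and 100% = reference inhibitor wells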
Active calls of the source: *; / = no result given; & = joins results of further samples; ! = not active in a repeat.

#	Compound	FBW7 act	GPR151 ag	MITF primary	TEAD-YAP inh
1	COc1ccc(C(=O)N/N=C/c2ccc(C(C)C)cc2)cc1	-0.1	0.3	22	-34
2	O=C(COC(=O)/C=C/c1ccco1)Nc1nc2c(F)c(F)c(F)cc2s1	-0.1	-0.1	17	2
3	CSc1ccc(-c2nc(CSCC(=O)NC3CC3)c(C)o2)cc1	-0.1	1.1	-1	-2
4	O=C(NC(Cc1ccc(F)cc1)C(=O)O)/C(=C/c1ccccc1)NC(=O)c1ccccc1 (stereo unspecified)	-0.3	-0.5	-1	0
5	Oc1ccc(-c2cc(-c3ccccc3)c3cc(Cl)ccc3n2)cc1	0.1	-0.2	6	2
6	CNC(=O)Cc1ccc(NC(=O)c2ccc(-c3ccccc3)cc2)cc1	0.2	0.6	21	-9
7	O=C(Nc1ccc2[nH]ncc2c1)[C@@H]1CCCN1C(=O)C(O)c1ccc(Cl)cc1 (stereo partly specified)	0.0&0.2	5.2*!	10&8	0&1
8	O=C1NC(=O)C(=Cc2cccc(OCc3cccc(F)c3)c2)C(=O)N1	-0.2	-3.5	3	-16
9	c1ccc(-c2oc3ncnc(NCc4ccco4)c3c2-c2ccccc2)cc1	0.0	0.5	0	-5
10	O=C(Nc1ccc(Oc2ccc(Br)c3ccccc23)c(Cl)c1)c1cc(Br)cc(Br)c1O	0.2	-0.5	-18	5
11	N#Cc1ccc(Oc2cccc(C(=O)O)c2)cc1C#N	0.1	-1.4	-7	-9
12	COC(=O)c1ccccc1N/C=C(\C#N)c1nc2ccccc2[nH]1	0.7	0.8	15	-7
13	COc1cccc(OC)c1C(=O)Nc1cc(-c2nc3ncccc3o2)ccc1Cl	-0.1	-0.2	10	-4
14	Cc1csc(CNC(=O)CCC2(Cc3ccc4ccccc4c3)CCC(=O)N2)n1 (stereo unspecified)	-0.1	2.7	11	-2
15	COc1ccc(S(=O)(=O)NCC2CCCN(C(=O)C3=CCCCC3)C2)cc1 (stereo unspecified)	0.1	-1.2	-14	11

The listing continues.
#	Compound	FBW7 act	GPR151 ag	MITF primary	TEAD-YAP inh
16	COCCNS(=O)(=O)c1ccc(OC)cc1	0.1	0.6	0	3
17	CC(=O)N(C1=C(N2CCOCC2)C(=O)c2ccccc2C1=O)c1ccc(C(C)C)c(C)c1	-0.5	3.3	27	16
18	Cc1cccc(NC(=S)NC(=O)c2ccco2)c1O	-0.1	-0.7	0	-31
19	Cc1occc1C(=O)NCCCc1ccccc1	0.1	0.0	10	-19
20	CCOC(=O)C1=C(C)NC2=C(C(=O)C(C(=O)OC)C(C)C2)C1c1ccc(OC)cc1OC (stereo unspecified)	-0.1&0.0	1.1&1.0	-9&1	0&10
21	Cc1ccc2nc(-c3ccc(C)c(NC(=O)c4cc(Cl)ccc4Cl)c3)oc2c1	0.0	1.6	-1	-33
22	Cc1ccccc1CC1(CO)CCCN(C(=O)c2ccc(F)cc2)C1 (stereo unspecified)	0.0	-0.3	-11	-9
23	CCOc1ccccc1C(=O)Nc1ncc(Cc2ccc(F)cc2)s1	0.5	-0.3	21	2
24	CCCNc1cc(-c2ccc(C(=O)N3CCN(C)CC3)cc2)ncn1	0.0	1.5	10	-12
25	Cc1ccnc2nc(C(=O)Nc3ccc(S(C)(=O)=O)cc3)nn12	0.1	3.7	-1	1
26	O=C(/C=C/c1ccco1)NCCCS(=O)(=O)N1CCN(c2ccccn2)CC1	0.1	1.7	19	3
27	CCc1c(C)sc(NC(=O)CCCC(=O)O)c1C(N)=O	0.0	1.9	8	1
28	C=C(C)C1CCC2(C)OC(=O)N(N(C)C)C12C (stereo unspecified)	0.7	-0.1	14	-9
29	O=C(c1ccccc1C(F)(F)F)N(c1ccc(Cl)cc1)C1C=CS(=O)(=O)C1 (stereo unspecified)	0.1	0.7	11	7
30	O=C(NCc1ccc2c(c1)OCO2)Nc1ccc(Br)cc1Cl	0.1	-0.1	16	-2

Next part; it opens with the 2 that closed the last part.
#	Compound	FBW7 act	GPR151 ag	MITF primary	TEAD-YAP inh
29	O=C(c1ccccc1C(F)(F)F)N(c1ccc(Cl)cc1)C1C=CS(=O)(=O)C1 (stereo unspecified)	0.1	0.7	11	7
30	O=C(NCc1ccc2c(c1)OCO2)Nc1ccc(Br)cc1Cl	0.1	-0.1	16	-2
31	Cc1ccc(C(=O)N[C@H]2C[C@H]3C(=O)N[C@@H](Cc4ccccc4)C(=O)N3C2)cc1	-0.2	-0.3	2	2
32	Clc1ccc(-c2nc3sccn3c2/C=N/OCc2ccc(Cl)c(Cl)c2)cc1	0.1	0.8	-11	5
33	O=C(c1cc(F)c(F)cc1Cl)N1CCCCC1	0.0	0.8	-2	-3
34	Cc1nc(CSc2nc3ccc([N+](=O)[O-])cc3[nH]2)c(Br)s1	-0.2	-1.2	6	-29
35	COc1ccc(CNc2ccc(NC(C)=O)cc2)cc1	0.0	2.6	6	5
36	CC1=C(C(=O)OCC(C)C)C(c2ccc(F)cc2)N2C(=O)CCSC2=N1 (stereo unspecified)	0.1	-0.1	-13	-8
37	Nc1ccccc1C(=O)N/N=C\c1ccc(-c2cc([N+](=O)[O-])ccc2Cl)o1	-0.3	-0.2	-12	-43
38	CN(CC(=O)NCCN1CCOCC1)c1nnc(N2CCCC2=O)s1	-0.1	3.2	0	-7
39	O=C1CN(C(=O)c2cccs2)C(c2ccccc2)c2cc(Cl)ccc2N1 (stereo unspecified)	-0.3	-1.3	5	17
40	Cc1ccc(CNC(=O)c2ccc3c(c2)NC(=O)c2ccccc2N3)o1	-0.1	0.1	11	11
41	CC(=O)Nc1ccc(N2C(=O)CSC2c2ccc(C(C)(C)C)cc2)cc1 (stereo unspecified)	0.1	0.2	13	-1
42	CCCC(C(=O)O)N1C(=O)C2CC=C(Cl)CC2C1=O (stereo unspecified)	0.1	-1.9	-9	-3
43	CCCCNc1nnc(SCc2nc3ccsc3c(=O)[nH]2)s1	-0.1	-0.1	1	-2
44	CCCc1cc2c(=O)c(-c3ccc4c(c3)OCO4)c(CC)oc2cc1O	-0.2	1.7	-8	10
45	C/C(CC(=O)Nc1c(C)cc(C)cc1C)=N\NC(=O)c1cccc(F)c1	0.0	-2.0	0	-41

Profiles from above. Order of screens: FBW7 act, GPR151 ag, MITF primary, TEAD-YAP inh
Listed for Cc1csc(CNC(=O)CCC2(Cc3ccc4ccccc4c3)CCC(=O)N2)n1 (stereo unspecified) : -0.1, 2.7, 11, -2
Listed for CN(CC(=O)NCCN1CCOCC1)c1nnc(N2CCCC2=O)s1 : -0.1, 3.2, 0, -7
Listed for COc1cccc(OC)c1C(=O)Nc1cc(-c2nc3ncccc3o2)ccc1Cl : -0.1, -0.2, 10, -4
Listed for Oc1ccc(-c2cc(-c3ccccc3)c3cc(Cl)ccc3n2)cc1 : 0.1, -0.2, 6, 2
Listed for CCCCNc1nnc(SCc2nc3ccsc3c(=O)[nH]2)s1 : -0.1, -0.1, 1, -2

Following part
#	Compound	FBW7 act	GPR151 ag	MITF primary	TEAD-YAP inh
46	N#CC1=C(N)SC(N)=C(C#N)C1c1ccc(F)c(Br)c1	0.2	-1.2	15	12
47	Cc1ccc(CN(Cc2ccccn2)C(=S)Nc2c(C)cccc2C)cc1	-0.1	0.3	-6	8
48	COc1cc(-c2[nH]nc3c2C(c2ccc(Cl)c(Cl)c2)C(C#N)=C(N)O3)cc(OC)c1OC (stereo unspecified)	0.0	3.5	3	10
49	O=C(Nc1nc(-c2cccc([N+](=O)[O-])c2)cs1)C1CCCO1 (stereo unspecified)	0.3	0.9	-1	-38
50	Nc1ncc(S(=O)(=O)c2cccc(C(F)(F)F)c2)c(-c2cccnc2)n1	0.0	1.4	29	-4
51	NC(=S)CCn1ncc2c(N)ncnc21	-0.1	-1.8	11	-1
52	O=[N+]([O-])c1cccc(-c2noc(COc3ccccc3)n2)c1	0.0	1.7	-2	-17
53	CCCOc1ccc(CNC(=O)C2CC3CCCN3C23C(=O)Nc2ccccc23)cc1 (stereo unspecified)	-0.1	0.4	-1	1
54	COc1cn(-c2ccc(F)cc2)nc1C(=O)NCc1c(F)cccc1F	-0.1	0.7	-9	-13
55	CN(C)NC1=CC(=[N+]2CCCCC2)CC(C)(C)C1	0.2	0.1	-13	7
56	COc1ccc(/C(C)=N/NC(=O)c2cccc(F)c2)cc1OC	0.0	-0.8	-9	-12
57	CCOC(=O)c1ccc(NC(NC(=O)OC)(c2ccccc2)C(F)(F)F)o1 (stereo unspecified)	0.0	0.0	5	-4
58	O=C(NC(Cc1ccccc1)C(=O)O)/C(=C/c1cccc(Br)c1)NC(=O)c1ccco1 (stereo unspecified)	0.0	-1.4	-13	7
59	O=C(c1csc2c1CCCC2)N1CCCC(CNS(=O)(=O)c2cccs2)C1 (stereo unspecified)	0.1	0.8	3	4
60	CCCOc1ccc(/C=C/C(=O)Nc2cccc(C(C)=O)c2)cc1	0.0	0.2	3	-30

Next records follow:
#	Compound	FBW7 act	GPR151 ag	MITF primary	TEAD-YAP inh
61	O=C(c1ccccc1-c1ccccc1)N1CCN(c2ccccn2)CC1	0.0	-0.7	19	52*
62	C=CCn1c(SCC(=O)c2ccc(F)cc2)nc2sc(-c3ccccc3)cc2c1=O	0.1	-0.6	6	-20
63	N[C@H](C(=O)O)[C@@H]1C(C(=O)O)C1(F)F (stereo partly specified)	0.3	-1.0	21	/
64	O=P(O)(O)C(NCc1ccccc1)c1cn(-c2ccccc2)nc1-c1cccnc1 (stereo unspecified)	0.0	-1.4	4	5
65	CC1CN(C(=O)c2cccc(C(F)(F)F)c2)CC(C)O1 (stereo unspecified)	0.0	-0.5	-6	-1
66	COc1ccc(CN2CCC(n3nccc3NC(=O)CCOc3ccccc3)CC2)cc1C	0.0	-0.5	15	-10
67	COc1cccc(C(=O)Nc2sc3c(c2C(=O)O)CCCC3)c1	0.0	-0.8	8	-1
68	Cc1cc(O)cc2oc(C(F)(F)F)c(Oc3ccccc3)c(=O)c12	-0.1	4.9	2	3
69	O=S(=O)(NCCOc1cc(N2CCCC2)ncn1)c1cc(F)ccc1F	-0.3	2.7	0	-1
70	Cc1ccc(CNC(=O)CN2C(=O)COc3ccc(C(C)(C)C)cc32)cc1	-0.1	1.0	-16	4
71	CN(C)c1nc2c([nH]1)c(=O)[nH]c(=O)n2C	0.0	-1.0	24	2
72	COc1ccc(C(=O)NC(CC(=O)O)c2ccc(Cl)cc2)cc1Br (stereo unspecified)	0.1	0.8	-4	2
73	COc1ccc(Br)cc1C1C(C(=O)OC2CCCC2)=C(C)NC2=C1C(=O)CC(C)(C)C2 (stereo unspecified)	0.0	-0.7	-12	8
74	CCOc1cc(C=O)cc(I)c1OC(=O)c1ccco1	-0.3	0.3	7	5
75	O=c1oc2cc([N+](=O)[O-])ccc2c2ccc([N+](=O)[O-])cc12	0.0	0.4	2	0

Later entries.
#	Compound	FBW7 act	GPR151 ag	MITF primary	TEAD-YAP inh
76	Cc1ccc2nc(Nc3nc(C)cc(C)n3)nc(C)c2c1	-0.1	0.1	9	4
77	Clc1nc(NCc2cccnc2)nc(N2CCCCC2)n1	0.1	1.0	6	15
78	O=C(CSc1nnc(NC(=O)C2CCCCC2)s1)Nc1ccc2c(c1)OCCO2	0.2	-1.0	10	-10
79	CNC(=O)/C(O)=C(/C(=O)N1CCCCCC1)C1=NC(C)(C)Cc2ccccc21	-0.1	0.5	19	5
80	COc1ccc(N2CCN(S(=O)(=O)c3ccc(F)c(C(=O)Nc4cccc(Cl)c4C)c3)CC2)cc1	-0.1	0.5	5	2
81	CCOc1cc(C2C3=C(CCCC3=O)OC3=C2C(=O)CCC3)ccc1O	-0.2	0.1	-3	2
82	COc1cccc(NC(=O)c2ccc(C)cc2)c1	0.0	-9.6	6	62*
83	CCOc1cccc(/C=C2/C(=O)N(CC)C(=S)N2C)c1O	0.0	3.4	3	-50
84	COCCOC(=O)C1=C(C)N(C)C(=O)NC1c1ccc([N+](=O)[O-])cc1 (stereo unspecified)	0.1	1.0	15	-19
85	Cc1nc(N2CCN(c3ccccn3)CC2)c2c(C)c(C(=O)NC(C)C)sc2n1	0.1	-0.1	6	19
86	COc1cccc(C(=O)NCc2nnc(SCC(=O)N3CCc4ccccc43)n2-c2ccccc2OC)c1	0.5	-0.5	6	-7
87	Cn1c(Nc2nccc(NCc3cccc(C(F)(F)F)c3)n2)nc2ccccc21	0.0	0.5	7	4
88	COc1ccccc1C1CC(c2c(-c3ccccc3)c3cc(Br)ccc3[nH]c2=O)=NN1S(=O)(=O)c1ccc(C)cc1 (stereo unspecified)	0.0	-1.5	8	6
89	CN(Cc1ccccc1)C(=O)c1cccn2c(=O)c3sccc3nc12	0.0	-0.4	-5	4
90	O=C(CN1CCC(c2nc(-c3cccnc3)n[nH]2)CC1)Nc1ccc(F)cc1	0.1	-0.7	5	11

Taken from above.
Entry of cpd 77 under FBW7 act: 0.1
Entry of cpd 84 under FBW7 act: 0.1

(listing goes on)
#	Compound	FBW7 act	GPR151 ag	MITF primary	TEAD-YAP inh
91	C[C@H](Nc1ccc(C(F)(F)F)cc1[N+](=O)[O-])C(=O)OCC(=O)N1CCCC1=O	0.2	0.4	0	4
92	COc1cc2nc(Nc3ccccn3)nc(Nc3ccccc3)c2cc1OC	-0.1	1.4	-8	3
93	CC1(C)CC(=O)C2=C(C1)OC(N)=C(C#N)C2c1ccc(Br)cc1 (stereo unspecified)	0.0	0.5	12	4
94	CCc1ccc(C2=NC(c3cccc(Cl)c3)NC(c3cc(Cl)ccc3O)C2)cc1 (stereo unspecified)	0.0	-0.5	-4	8
95	Nn1c(-c2ccccc2)cnc1SCC(=O)O	0.3	-0.6	13	-8
96	CCN(CC)c1ccc(/C=C2\C(=O)NC(=O)N(c3cccc(C)c3C)C2=O)o1	0.0	0.2	-2	5
97	COc1cc(OC)c(NC(=O)c2ccc(N3CC4CC(C3)c3cccc(=O)n3C4)c(NC(=O)c3c(F)cccc3F)c2)cc1Cl (stereo unspecified)	-0.1	-0.3	-4	-2

Screens as filed in PubChem BioAssay.
